Source: PubChem (National Center for Advancing Translational Sciences (NCATS))
TrxR1 substrate: is turned over as a substrate by rat TrxR1; hit rate 0.01% among 390,000; O89049; Potency, µM (series often up to 114 µM), without a hit: at the highest dose activity change, negative = substrate turnover; purified TrxR1 substrate turnover, NADPH consumption readout; further: on the % scale 0 is the no-effect control and ±100 the full control effect; nearly all actives have a fitted effect of over 50% in size
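Rat TrxR1, dispensed at 90 nM, was prereduced with 400 uM NADPH (final) for 5 min at ~22 deg C, then incubated with compound 15 min before 400 uM selenite. A first-read NADPH fluorescence drop versus no-compound background flagged substrates.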
TrxR1 inh: inhibitors of rat thioredoxin reductase 1 | recombinant rTrxR1, NADPH fluorescence consumption, selenite substrate | Potency, µM (titrated, usually from 114 µM), for the others: at the top dose activity change, negative = inhibition, actives largely listed as inhibitors | hit rate 1% among 390,000; further: on the % scale 0 is the no-effect control and ±100 the full control effect; nearly all actives have a fitted effect of over 65% in size
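Rat TrxR1 (90 nM in the dispensed reagent) was pre-reduced with 400 uM NADPH for 5 min at room temperature, then incubated with compound for 15 min. After 400 uM selenite was added, NADPH fluorescence (Ex 340/Em 450 nm) was followed for 8 min.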
RGS4 inhibitor: inhibitors of human regulator of G protein signaling 4. Potency, µM (titrated, usually from 114 µM), without a hit: top-dose activity change, negative = inhibition, most hits filed as inhibitors. hit rate 0.039% among 390,000. Transcreener GDP fluorescence polarization, RGS4-accelerated GTP hydrolysis. P49798. AID 504845; further: on the % scale 0 is the no-effect control and ±100 the full control effect; nearly all actives have a fitted effect of over 75% in size; some results filed as inactive show a strong effect at the top dose
Target sequence (P49798 whole entry, looked up): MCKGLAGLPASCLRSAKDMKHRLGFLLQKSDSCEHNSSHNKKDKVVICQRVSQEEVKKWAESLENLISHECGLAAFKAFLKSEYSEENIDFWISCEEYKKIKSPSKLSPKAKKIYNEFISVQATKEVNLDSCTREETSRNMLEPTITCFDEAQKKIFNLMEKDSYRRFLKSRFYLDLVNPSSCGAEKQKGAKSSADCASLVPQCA
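MLSMR compounds (23 nl, pin-transferred) preincubated 10 min at room temperature with a 500nM (2x) first reagent, then RGS4 at 900nM (2x) plus Transcreener GDP mix added; fluorescence polarization (620/688 nm) read before and after 90 min at 30 °C.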
RXFP1 ag: agonists of human relaxin receptor RXFP1 | Q9HBX9 | HEK293T-RXFP1 cAMP TR-FRET, 30 min; response scale: percent of porcine relaxin response, buffer zero | Potency, µM (titrated, usually from 57.5 µM), inactives show at the top dose activation, hits mostly activators | hit rate 0.3% among 370,000; further: on the % scale 0 is the no-effect control and ±100 the full control effect; nearly all actives have a fitted effect of over 60% in size; many of its hits are not listed in these tables
Target sequence (Q9HBX9 whole entry, looked up): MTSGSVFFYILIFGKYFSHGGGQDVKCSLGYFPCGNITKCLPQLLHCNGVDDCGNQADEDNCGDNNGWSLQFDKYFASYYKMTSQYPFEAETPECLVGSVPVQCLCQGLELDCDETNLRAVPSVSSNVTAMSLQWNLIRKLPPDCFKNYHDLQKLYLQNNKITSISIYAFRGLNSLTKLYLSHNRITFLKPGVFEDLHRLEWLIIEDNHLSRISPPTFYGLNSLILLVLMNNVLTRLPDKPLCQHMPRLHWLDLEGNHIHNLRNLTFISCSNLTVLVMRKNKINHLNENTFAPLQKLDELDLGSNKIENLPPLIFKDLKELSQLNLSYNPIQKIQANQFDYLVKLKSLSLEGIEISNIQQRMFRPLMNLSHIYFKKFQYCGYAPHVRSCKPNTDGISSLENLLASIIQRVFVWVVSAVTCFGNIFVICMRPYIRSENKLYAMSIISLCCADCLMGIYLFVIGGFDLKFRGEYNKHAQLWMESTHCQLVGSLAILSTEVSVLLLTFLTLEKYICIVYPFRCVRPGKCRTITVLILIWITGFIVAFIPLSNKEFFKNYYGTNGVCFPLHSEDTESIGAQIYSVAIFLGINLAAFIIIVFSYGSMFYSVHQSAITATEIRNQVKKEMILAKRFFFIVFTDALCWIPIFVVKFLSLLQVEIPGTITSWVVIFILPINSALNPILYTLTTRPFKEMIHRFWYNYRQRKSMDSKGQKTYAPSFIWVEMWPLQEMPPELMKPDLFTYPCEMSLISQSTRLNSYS
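HEK293 cells stably expressing RXFP1, treated 30 min at 37C with compounds plus PDE4 inhibitor Ro 20174; cAMP measured by HTRF TR-FRET. Normalized to buffer and 29 nM porcine relaxin; EC50 by Hill fit.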
Vif-APOBEC3F blk: Vif-A3F binding inhibition | HeLa A3F-eYFP + Vif (tagged APOBEC3F with the HIV-1 protein that degrades it), YFP fluorescence increase | Potency, µM (doses to about 46.1 µM), inactives show top-dose activity, negative = active | hit rate 0.2% among 390,000 | AID 602313; further: % of control where 0% means no effect; nearly all actives have a fitted effect of over 65% in size
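HeLa cells stably expressing Vif plus C-terminally eYFP-tagged A3F were seeded, incubated overnight at 37 deg C, dosed with compound, incubated overnight again at 37 deg C. Yellow fluorescence (Ex 488/Em 500-530) reported blocked Vif-mediated A3F-eYFP degradation.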
Vif-A3G inh: blocks the Vif interaction with human APOBEC3G. Q9HC16. HeLa A3G-eYFP + Vif (tagged APOBEC3G with the HIV-1 protein that degrades it), YFP fluorescence, overnight. Potency, µM (doses to about 46.1 µM), without a hit: at the top dose activity, negative = active, usual class: inhibitors. hit rate 0.076% among 410,000. AID 602310;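 further: on the % scale 0 is the no-effect control and ±100 the full control effect; nearly all actives have a fitted effect of over 60% in size; hits raise eYFP signal because A3G escapes Vif-driven loss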
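Read-out is eYFP fluorescence (Ex 488/Em 500-530) from Vif-expressing HeLa A3G-eYFP cells; more signal means A3G escaped Vif-mediated degradation. Cells plated overnight, compound pinned in, incubated overnight at 37 deg C.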
USP1 inh: USP1/UAF1 (human) deubiquitinase inhibition; recombinant USP1/UAF1, Ub-Rhodamine cleavage fluorescence; hit rate 0.23% among 390,000; Potency, µM (titrated, usually from 57.1 µM), for inactives: at the highest dose activity change, negative = inhibition, actives largely listed as inhibitors; further: on the % scale 0 is the no-effect control and ±100 the full control effect; nearly all actives have a fitted effect of over 60% in size; inactives centre near -12
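High-throughput fluorogenic screen: 1nM USP1/UAF1 complex, Ub-Rho substrate 150nM final, 50mM HEPES pH 7.8 with 0.5mM EDTA, 0.1 mg/ml BSA, 1mM TCEP and 0.01% Tween-20.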
mIDH1 inhibitor: inhibitors of human mutant IDH1 R132H | O75874 | IDH1-R132H enzyme, NADPH consumption, diaphorase/resazurin fluorescence | Potency, µM (titrated, usually from 76.6 µM), for the others: top-dose activity change, negative = inhibition, most hits filed as inhibitors | hit rate 0.093% among 390,000 | AID 602179; further: on the % scale 0 is the no-effect control and ±100 the full control effect; nearly all actives have a fitted effect of over 65% in size
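IDH1-R132H (0.5 ug/mL dispensed) in pH 7.5 Tris buffer was preincubated 30 min with compound, then given a substrate mix of 0.016 mM NADPH and 2 mM alpha-KG for 80 min at room temperature; remaining NADPH was read by diaphorase/resazurin fluorescence.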
12-LOX inh: ALOX12 (human) lipoxygenase inhibition; P18054; purified 12hLO, xylenol orange hydroperoxide absorbance; Potency, µM (series often up to 108 µM), inactives show at the top dose activity change, negative = inhibition, most hits filed as inhibitors; hit rate 1.1% among 580,000; AID 1671190; further: on the % scale 0 is the no-effect control and ±100 the full control effect
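Purified human 12hLO (150 nM final) in 25 mM Hepes, 0.01% Triton X-100, pH 7.0 was preincubated 15 min at room temperature with compound. Then 40 uM arachidonic acid was added, 30 min. Hydroperoxide was read by Fe-XO absorbance ratio 573/405 nm.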
An asterisk follows results filed as active; i = inactive; u = inconclusive; x = not tested or not shown; [ ] = dose if it differs, or a comment. The call rests on the fitted dose curve; in most records, active means well fitted curve in the direction sought with a large enough effect; inconclusive means small, poorly fitted or top-dose-only effect, or another doubt; inactive means no such curve, though single readings can be large; an effect the other way counts as inactive or inconclusive. Potency means the concentration at half of the fitted maximal effect. A portion of the library; count on the stated rates, not on these rows.

compound	TrxR1 substrate	TrxR1 inh	RGS4 inhibitor	RXFP1 ag	Vif-APOBEC3F blk	Vif-A3G inh	USP1 inh	mIDH1 inhibitor	12-LOX inh
Cc1nc(N2CCC(C)CC2)c2c(C)c(C(=O)O)sc2n1	-7%[57.1 µM]	-8%[57.1 µM]	19%	19%	0%	3%	-2%	13%	u
CCOc1ccc(CCNC(=O)c2sc3nc4n(c(=O)c3c2C)CCCC4)cc1OCC	3%	13%[11.4 µM]	8%	2.9%	0%	4%	u	0%	3%
CC1CC(C)CN(CCCSc2ccccc2)C1 (stereo not given)	-6%	-2%	-39%	-0.5%	-1%	3%	-8%	7%	-25%
Cc1cc(Cl)ccc1NC(=O)CN1C(=O)COc2ccc(S(=O)(=O)N3CCC(C)CC3)cc21	-7%	9%	26%	0.4%	-1%	5%	-23%	-15%	-25%
O=S(=O)(Cc1ccccc1)N1CCn2c(nc3ccccc32)C1	0%[57.1 µM]	2%[57.1 µM]	-4%	-0.6%	-2%	-1%	-7%	5%	53%[activator]
CCC(C)NC(=O)CN1C(=O)NC2NC(=O)NC21 (stereo not given)	-6%	-11%	-20%[11.4 µM]	0.0%	-1%	0%	-7%	-2%	-3%
O=C(Nc1cccc(C(=O)N2CCCC2)c1)C1CCCCC1	2%	11%	-17%	x	0%	-1%	-19%	-2%	14%
O=c1[nH][nH]c(-c2ccccc2)c1C=Nc1ccc(F)cc1F	-9%	8%	27%	0.0%	-13%	1%	4%	6%	-2%
O=C(CCCCCn1c(=S)[nH]c2cc3c(cc2c1=O)OCO3)N1CCN(c2ccc(F)cc2)CC1	-1%	8%	-1%	u	13%	-15%	-15%	-10%	-3%
COc1ccc(S(=O)(=O)N2CCC(C(=O)NCC3CCCO3)CC2)cc1Cl (stereo not given)	1%	21%	6%	1.4%	-3%	1%	-4%	1%	2%
Cc1ccc(CSCCNS(=O)(=O)c2ccc([N+](=O)[O-])cc2)cc1	-4%	-16%	-20%	-1.4%	2%	2%	-15%	-5%	51%[activator]
O=C(C[C@H]1C[C@H](C(=O)N2CCCCC2)[C@@]2(CCc3ccccc3)c3[nH]c4cc(-c5ccco5)ccc4c3CCN2C1=O)NCCC1=CCCCC1	-2%	-30%	u	x	6%	-5%	-8%	-6%	x
CN1CCC(N(C)CC(O)c2ccccc2)CC1 (stereo not given)	7%[57.1 µM]	0%[57.1 µM]	3%	3.0%	-9%	2%	-2%	9%	u
O=C(NCCc1c[nH]c2ccccc12)C(=O)NCC1OCCN1S(=O)(=O)c1ccccc1 (stereo not given)	-2%	10%	11%	0.4%	-29%	-4%	-3%	6%	-16%
Cc1cc(S(=O)(=O)NC2CCCCC2)ccc1OCC(=O)NCc1ccccn1	12%[57.1 µM]	13%[57.1 µM]	-14%	-0.8%	4%	-6%	-1%	-1%	u
COc1ccc(CN(C(=O)c2ccc3c(c2)OCCO3)C(C(=O)NC2CCCCC2)c2ccc3ncccc3c2)cc1 (stereo not given)	-11%	1%	-2%	0.5%	0%	0%	-20%	-4%	-2%
Cc1nc2c(C#N)cnn2c2c1CCNN2C	8%[57.1 µM]	21%[57.1 µM]	3%	12%	5%	2%	0%	0%	-8%
O=C(CSc1n[nH]c(-c2ccccc2)n1)Nc1ncccn1	9%	1%[57.1 µM]	-27%	0.4%	3%	10%	u	-2%	-1%
COc1ccccc1N1CCN(c2ccc(=O)n(CC(=O)NCc3ccc(F)cc3)n2)CC1	-6%[57.1 µM]	-3%[57.1 µM]	16%	0.1%	0%	-7%	-7%	-1%	-14%
Cc1c(C(=O)Nc2nc3ccccc3[nH]2)oc2c(Cl)cccc12	6%	0%	-7%	-0.9%	-2%	-7%	-22%	0%	-1%
COc1ccc(CNC(=O)[C@H](C)NC(=O)C2CCN(C(=O)[C@H](CCSC)NC(=O)OC(C)(C)C)CC2)cc1	3%	14%	-11%	4.2%	4%	1%	-8%	4%	34%[activator]
CC(NC(=O)c1cc2c(s1)CCCC2)C(C)(C)C (stereo not given)	3%	1%	-22%	0.3%	4%	-6%	-17%	5%	-29%
Cc1cccc(OCC(=O)N=Nc2c(O)[nH]c3ccc([N+](=O)[O-])cc23)c1	-4%	0%	-13%	6.6%	2%	-10%	-18%	2%	1%
Cc1ccc(C(=O)c2ccc(C)cc2)cc1	-10%	6%	5%	-0.8%	7%	0%	-14%	-7%	0%
CN(CC(=O)Nc1ccc(Cl)c(C(F)(F)F)c1)C(=O)Cc1n[nH]c(=O)c2ccccc12	4%	8%	-27%	-0.3%	5%	-1%	-13%	-8%	-7%
C=CCNC(=S)NNC(=O)c1cccn(Cc2cccc(Cl)c2)c1=O	8%[57.1 µM]	-13%[57.1 µM]	-43%	1.1%	-15%	1%	-10%	3%	-10%
CNc1snc(C)c1C(=O)OCC(=O)N(C)Cc1ccccc1	4%	19%	-20%	2.5%	2%	7%	-21%	-9%	-4%
CC(=O)c1ccc(Nc2nc3c(S(=O)(=O)c4ccccc4)nnn3c3ccc(Cl)cc23)cc1	11%	26%	-34%	4.7%	4%	-5%	u	0%	-29%
Cc1ccc2sc(NC(=O)CSc3nc(C)cc(C)c3C#N)nc2c1	40%[activator]	80%[activator]	15%	-1.0%	-20%	-6%	1%	0%	-15%
Cc1cccc(C(=O)OCCN2CCOCC2)c1	-9%	13%[57.1 µM]	1%	-2.2%	4%	2%	-11%	4%	-24%

Looked up above:
`COc1ccc(CNC(=O)[C@H](C)NC(=O)C2CCN(C(=O)[C@H](CCSC)NC(=O)OC(C)(C)C)CC2)cc1` in Vif-A3G inh has 1%
`Cc1nc2c(C#N)cnn2c2c1CCNN2C` in RXFP1 ag has 12%

Single records, as listed above. Screens in order: TrxR1 substrate	TrxR1 inh	RGS4 inhibitor	RXFP1 ag	Vif-APOBEC3F blk	Vif-A3G inh	USP1 inh	mIDH1 inhibitor	12-LOX inh
Cc1cccc(OCC(=O)N=Nc2c(O)[nH]c3ccc([N+](=O)[O-])cc23)c1 is entered as -4%	0%	-13%	6.6%	2%	-10%	-18%	2%	1%
Cc1ccc2sc(NC(=O)CSc3nc(C)cc(C)c3C#N)nc2c1 is entered as 40%[activator]	80%[activator]	15%	-1.0%	-20%	-6%	1%	0%	-15%

Following part
compound	TrxR1 substrate	TrxR1 inh	RGS4 inhibitor	RXFP1 ag	Vif-APOBEC3F blk	Vif-A3G inh	USP1 inh	mIDH1 inhibitor	12-LOX inh
Cc1nc2ccc(NC(=O)N3CCC(c4ccccc4)C3)cc2nc1C (stereo not given)	99%[activator]	-29%	3%	-1.4%	1%	1%	-7%	2%	-7%
O=C1C(C2=NC(C(=O)O)C3C(=O)N(c4ccc(Cl)cc4)C(=O)C23)=C(O)c2ccccc21 (stereo not given)	-20%	-24%	3%	0.5%	9%	-6%	-3%	2%	4%
O=C(O)/C(=C\c1cccs1)c1ccccc1	-3%	8%	35%	-5.5%	0%	3%	-10%	-5%	u
O=C(Nc1cnn(Cc2ccc(Cl)cc2)c1)c1ccc([N+](=O)[O-])cc1	-13%	-8%	-26%	-1.0%	-7%	6%	-8%	0%	-21%
CC1CCN(S(=O)(=O)c2ccc(NC(=O)CNC3CCCCC3)cc2)CC1	-3%	-4%	14%	-2.9%	10%	-5%	-34%	-13%	-11%
COc1ccc(S(=O)(=O)N2CCCC(C(=O)N3CCCCCC3)C2)cc1 (stereo not given)	-5%	-11%	-5%	0.0%	-28%	0%	-14%	9%	x
COC(=O)c1ccc(COC(=O)c2cc3ccccc3oc2=O)cc1	1%	13%	13%	-0.1%	-2%	2%	-13%	-2%	-24%
CC(C)CCNC(=O)CC1C(=O)N(Cc2ccccc2)C(C)c2nc3ccccc3n21 (stereo not given)	5%	18%	-8%	0.8%	-5%	-7%	-14%	-3%	0%
CCCn1c(N)c(C(=O)CN(C)CC(=O)Nc2ccccc2CC)c(=O)[nH]c1=O	6%	12%	-2%	-1.2%	5%	1%	-18%	8%	9%
Cc1occc1C(=O)N1N=C(C2CC2)CC1(O)C(F)(F)F (stereo not given)	5%	12%	6%	0.2%	-4%	-1%	11%	4%	i
Cc1ccc(N(CC(=O)NC2CCCCC2C)S(=O)(=O)c2c(C)nn(C)c2C)cc1 (stereo not given)	5%	17%	-4%	-1.1%	0%	1%	-28%	-2%	-1%
CC(C)(C)/C(COc1ccccc1[N+](=O)[O-])=N/O	4%	19%	-18%	0.7%	2%	12%	-17%	1%	-30%
Cc1n[nH]c(C)c1S(=O)(=O)NCCc1ccc(Cl)cc1	8%[57.1 µM]	14%[57.1 µM]	-22%	2.6%	3%	0%	-18%	1%	-5%
O=C(CSCc1c(Cl)cccc1Cl)Nc1ccccc1C(=O)N1CCOCC1	13%[57.1 µM]	17%[57.1 µM]	-44%	-1.0%	7%	7%	2%	4%	15%
CN(C(=O)COc1ccc2c(-c3ccccc3)cc(=O)oc2c1)C1CCS(=O)(=O)C1 (stereo not given)	-14%	-7%	2%	-3.4%	3%	-1%	-12%	1%	7%
S=C(NCc1ccc(Cl)cc1)NC1CCN(Cc2ccccc2)CC1	-2%[57.1 µM]	-3%[57.1 µM]	4%	1.4%	2%	1%	-16%	-3%	u
